# Screens (PubChem BioAssay)
# MmCpn inh = M. maripaludis TRiC chaperonin inhibition; purified Mm-Cpn ATPase, ADP Transcreener TR-FRET; Potency, µM (titrated, usually from 76.9 µM), inactives show top-dose activity, negative = inhibition, most hits filed as inhibitors; hit rate 0.031% among 330,000; also: potency is read from the fitted curve at half-maximal effect; % is scaled to controls: 0 for no effect and ±100 for the full control effect; nearly all actives have a fitted effect of over 80% in size
#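 Reaction buffer contained 30 mM Tris pH 7.4, 100 mM KCl, 5 mM MgCl2 and 1 mM DTT. Mm-CPN (25 nM final) hydrolysed 10 uM ATP over 30 min at 37°C; ADP was read by HTRF.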
# TGFb inhibitor = blocks TGF-b signaling | Potency, µM (titrated, usually from 46.1 µM), inactives show at the top dose activity, negative = inhibition, actives largely listed as inhibitors | hit rate 1.2% among 410,000 | HepG2 CAGA-GFP TGF-b/SMAD3 reporter, GFP fluorescence, 18 h; TGF-beta stimulated, 500 pg/mL final; also: potency is read from the fitted curve at half-maximal effect; % is scaled to controls: 0 for no effect and ±100 for the full control effect; nearly all actives have a fitted effect of over 65% in size
#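 Read-out: total well GFP (ex488/em500-530) summed from mean per-cell fluorescence. Cells: HEPG2 CAGA-GFP, 1% FBS DMEM, 18 h at 37 degrees C with 500 pg/mL final TGF-beta. Unstimulated wells served as the full-inhibition control; stimulated DMSO wells = 0%.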
# HepG2 viability = HepG2 cytotoxicity, counter-screen for TGF-b inhibitors | Potency, µM (doses to about 46.1 µM), for inactives: top-dose activity change, negative = cytotoxicity, hits mostly cytotoxic | HepG2 CAGA-GFP viability, ATP luminescence, 18 h | hit rate 0.76% among 410,000; also: potency is read from the fitted curve at half-maximal effect; some results filed as inactive show a strong effect at the top dose
#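 CellTiter-Glo luminescence gave cytotoxicity after 18 hours at 37 degrees C. The cells were HepG2 CAGA-GFP in 1% FBS DMEM, stimulated with 500 pg/mL TGF-beta after compound addition. %Activity was normalised to no-cell wells (complete cell-killing) and DMSO (no toxicity), and curves were fitted and classified.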
# A549 viability = kills or reduces viability of A549 cells in Nrf2 counter-screen; Potency, µM (highest dose often 46 µM), for inactives: top-dose activity change, negative = cytotoxicity, actives largely listed as inhibitors; hit rate 0.16% among 390,000; A549 ARE-Fluc cells, CellTiter-Fluor viability, 18-24 h; also: potency is read from the fitted curve at half-maximal effect; % is scaled to controls: 0 for no effect and ±100 for the full control effect
#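 Cytotoxicity counterscreen: CellTiter-Fluor fluorescence was measured in A549 ARE_Fluc cells after 18-24 h of compound exposure in a concentration series. The subsequent BugLite luminescent read reports ARE-luciferase activity.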
# ATXN viability = viability counter-screen for ATXN expression inhibitors. hit rate 0.49% among 400,000. Potency, µM (highest dose often 56.7 µM), most hits filed as cytotoxic. S2 cells (HEK-293 line with an ATXN2-luciferase reporter) viability, CellTiter-Fluor protease fluorescence, 24 h. AID 651635; also: potency is read from the fitted curve at half-maximal effect; nearly all actives have a fitted effect of over 40% in size
# Akt phos inh = inhibitors of Akt phosphorylation. Neuro2A IGF-stimulated pAkt S473 HTRF, 20 min; active compounds read low. activity change, % for hits at 50 µM. hit rate 0.32% among 360,000; in the data active = activity change below about -80%; inconclusive = mostly about -51% to -80%; also: % is scaled to controls: 0 for no effect and ±100 for the full control effect
#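 Neuro2A cells in DMEM with 0.5% FBS, overnight at 37 deg C, given compound at single 50 µM final, then IGF (6 nM final) for 20 min at 37 deg C. Lysed; phospho-Akt Ser473 by HTRF after 24 h, 665/615 ratio.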
# CCT chaperon mod = modulators of cytosolic chaperonin (CCT/TRiC) activity; purified chaperonin ATPase assay, HTRF ADP detection, 30 min; hit rate 0.3% among 360,000; activity change, % (test concentration not listed), hits read low; AID 651819; in the data active = activity change below about -30%; also: % is scaled to controls: 0 for no effect and ±100 for the full control effect
#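 First, chaperonin was dispensed at 40 nM or 20 nM final depending on batch activity. Next, compounds were pinned at 76 uM and ATP added at 10 uM. After 30 min at 37 °C, ADP detection reagents ran 30 min at ambient temperature.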
# Nrf2 block = inhibitors of Nrf2 signaling. Potency, µM (highest dose often 46 µM), inactives show at the highest dose activity change, negative = inhibition, usual class: inhibitors. AID 504444. A549 ARE-Fluc reporter, luciferase luminescence, 18-24 h. hit rate 2.1% among 360,000; also: potency is read from the fitted curve at half-maximal effect; % is scaled to controls: 0 for no effect and ±100 for the full control effect; nearly all actives have a fitted effect of over 60% in size
#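 Two sequential reads on A549 ARE_Fluc cells exposed to compound for 18-24 h: a CellTiter-Fluor fluorescence read for viability, then a luciferase luminescence read for Nrf2/ARE activity.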
# Nrf2 ARE act = Nrf2 pathway activation | Potency, µM (doses to about 46.1 µM), for inactives: top-dose activation, actives largely listed as activators | AREc32 ARE-luciferase reporter (MCF7-derived line), luminescence, 24 h | hit rate 0.31% among 410,000; also: potency is read from the fitted curve at half-maximal effect; % of control where 0% means no effect; nearly all actives have a fitted effect of over 65% in size
#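 Reporter line AREc32 (ARE-Fluc), seeded overnight in OPTI-MEM with 5% FBS; compound pin-transferred, 24 hr at 37 deg C, 5% CO2; luminescent read-out.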
# Active calls of the source: *; i = inactive; u = inconclusive; x = no result given; [ ] = dose if it differs, or a comment. Unless noted, calls follow the shape of the dose curve; as a rule, active = well fitted curve in the direction sought with a large enough effect; inconclusive = small, poorly fitted or top-dose-only effect, or another doubt; inactive = no such curve, though single readings can be large; an effect the other way counts as inactive or inconclusive.
molecule,MmCpn inh,TGFb inhibitor,HepG2 viability,A549 viability,ATXN viability,Akt phos inh,CCT chaperon mod,Nrf2 block,Nrf2 ARE act
CC1CC(C)CN(c2ncc3c(n2)CC(c2ccccc2)CC3=O)C1 (centres undefined),-4%,-6%,16%,-10%,i,i,1.1,-9%,-0.6%
CCc1ccc(-c2csc(NC(=O)C3CCCO3)c2C(=O)OC(C)C)cc1 (centres undefined),-2%,-15%,-20%,-17%,i,i,3.0,u,-0.6%
O=C1OC(Sc2ccccc2)(c2ccccc2)c2ccccc21 (centres undefined),x,u,-20%,3%,i,i,0.9,-9%,-0.7%
COc1ccc(-n2c(SCC#N)nc3c(sc(=S)n3-c3ccccc3)c2=O)c(OC)c1,0%,0%,5%,3%,i,i,-0.7,-3%,-0.7%
Cc1noc(C)c1COc1ccc(C(=O)NCc2ccccn2)cc1,1%,5%,-33%,-1%,i,i,-2.4,-17%,0.8%
Cc1cc(Cl)ccc1OC(C)C(=O)NN1C(=O)c2ccccc2C1=O (centres undefined),3%,-4%,-16%,1%,i,i,0.3,-1%,-0.5%
CN(Cc1ccccc1)C(=O)c1cc2cc(F)ccc2[nH]1,-2%,12%,-1%,-3%,i,i,0.8,u,8.3%
O=C(Cc1cc(=O)oc2cc(O)ccc12)N[C@@H](Cc1c[nH]c2ccccc12)C(=O)O,-3%,-4%,8%,-5%,i,i,2.3,u,-0.6%
O=C(N/N=C/c1ccc(Br)cc1)c1ccc(F)cc1,2%,-6%,-11%,-6%,i,i,-1.5,15%,2.8%
Cc1c(N=C2N=C(NC(=O)NC(C)(C)C)c3ccccc32)c(=O)n(-c2ccccc2)n1C,-7%,-26%,-24%,-7%,i,i,-2.3,11%,3.7%
O=C(Nc1ccc(NC(=O)c2cccs2)cc1)c1ccc2c(c1)OCO2,0%,6%,2%,-2%,i,i,-2.2,5%,-1.6%
COc1ccc(Nc2oc(-c3ccc(COc4ccccc4C)o3)nc2C#N)cc1,x,-12%,-40%,-9%,u,x,x,u,3.8%
COc1ccc(OC)c(N2C(=O)CCCC2=O)c1,0%,0%,-13%,1%,i,i,-1.0,-3%,-0.5%
CCc1ccc(CNC(=O)C2Cc3cc(S(=O)(=O)N4CCCCCC4)ccc3N2C(C)=O)cc1 (centres undefined),x,-26%,-5%,-5%,i,x,x,x,-0.9%
N#CCCN(Cc1ccccc1)C(=S)NC(=O)c1ccccc1,-4%,-25%,0%,-8%,i,i,-0.9,x,0.5%
COc1cc(/C=N\NC(=O)C(C)(C)O)ccc1OC/C=C/c1ccccc1,-1%,0%,-29%,3%,i,i,1.5,-34%,0.8%
C=CCn1c(=O)c(C(=O)Nc2ccc(C)cc2)c(O)c2ccccc21,-1%,0%,-10%,0%,i,i,-2.5,8%,1.2%
CCOc1ccc(NC(=O)CSc2nnc(-c3cc(C)[nH]n3)n2N)cc1,1%,-14%,-3%,1%,i,i,-2.0,3%,-0.2%
COc1ccc(N2CCN(C(=O)Nc3ccc(S(=O)(=O)N(C)C)cc3)CC2)cc1,-2%,5%,-11%,0%,i,i,0.8,-25%,0.4%
Cc1ccc(/C=N/Nc2cccc3cccnc23)c(O)c1,1%,-14%,-65%,-17%,i,i,0.4,u,2.7%
CC1(c2ccccc2Cl)NC(=O)N(CC(=O)N2c3ccccc3NC(=O)C2(C)C)C1=O (centres undefined),2%,-37%,-2%,17%,i,i,-3.6,5%,-0.1%
CC(C)c1ccc2c(c1)C(c1cccs1)=NNC(c1ccncc1)=N2,-3%,-1%,-5%,2%,i,i,0.1,15%,2.9%
Fc1ccc2cnc(-c3ccccc3F)cc2c1,-2%,9%,-20%,-1%,i,i,-0.8,u,u
Cc1cccc(C(=O)OCC(=O)N2CCCC2=O)c1O,1%,4%,3%,2%,i,i,0.2,2%,0.2%
Cc1ccc(C)c(N(CC(=O)NC2CCCC2)C(=O)CCC(=O)Nc2cc(C)on2)c1,0%,0%,-26%,0%,i,i,-1.0,-19%,-0.8%
COc1cccc(NC(=O)CCCn2nc(C)c3c(C)n(-c4ccccc4)nc3c2=O)c1,3%,-4%,3%,-8%,i,i,-0.9,-18%,-0.3%
Cc1ccc(S(=O)(=O)N(CC(=O)Nc2ccc3c(c2)OCO3)c2ccc(C)c(Cl)c2)cc1,x,u,-31%,0%,i,x,x,-16%,3.2%
CCN(CC1CCCN(CCc2cccc(OC)c2)C1)C(=O)C=C(C)C (centres undefined),-2%,27%,-4%,1%,i,i,0.2,5%,-0.8%
CCn1c(CNC(C)=O)nnc1SCC(=O)c1ccc(Br)cc1,-1%,-21%,22µM*,0%,i,i,-0.4,-12%,u
COc1cc(Cl)ccc1OCc1cc(C(=O)N2CCCCC2c2cccnc2)no1 (centres undefined),0%,u,-8%,0%,i,i,0.9,20%,-1.2%

# Continuation:
molecule,MmCpn inh,TGFb inhibitor,HepG2 viability,A549 viability,ATXN viability,Akt phos inh,CCT chaperon mod,Nrf2 block,Nrf2 ARE act
C=C(C)CN(CC)C(=O)COc1ccc(S(=O)(=O)Nc2ccc(OC)cc2)cc1,1%,-21%,4%,-4%,i,i,-1.4,u,-0.1%
COc1ccc2oc(=O)cc(CN3CCN(Cc4ccc(OC)c(OC)c4OC)CC3)c2c1,-3%,-18%,-39%,-1%,i,i,-0.3,-26%,-0.5%
O=C(NCc1cccc(Cl)c1)c1cc(COc2ccc3ncccc3c2)on1,-4%,u,-21%,-26%,u,i,-0.4,10µM*,4.4%
CCCCc1nc2c(C)c(N)cnc2n1Cc1cccc([N+](=O)[O-])c1,1%,-2%,-9%,2%,i,i,-3.9,-4%,-0.8%
C=CCN=C1NN=C(c2cc(C)n(CCOC)c2C)CS1,1%,-4%,-5%,3%,i,i,-3.2,u,-0.2%
CCOc1ccccc1N1CCN(C2=C(NS(=O)(=O)c3cccs3)C(=O)c3ccccc3C2=O)CC1,0%,18µM*,-32%,u,i,i,-0.9,u,25%
CC1(O)N(CCC(=O)Nc2cccc(F)c2)C(=O)OC12CCCCC2 (centres undefined),-4%,-1%,-34%,19%,i,i,-0.5,8%,-0.3%
Cc1ccc(NC(=O)Cn2c([N+](=O)[O-])cnc2C)cc1Cl,0%,2%,9%,-10%,i,i,0.7,0%,-0.3%
CCOC(=O)C1CCN(C(=O)c2ccc(Oc3cc(Cl)cc(Cl)c3)o2)CC1,1%,1%,28%,-1%,i,i,-3.4,2%,-0.6%
CC(OCC(O)CN(C)CCOc1ccccc1)c1ccc(Cl)cc1 (centres undefined),-3%,3%,-44%,u,i,i,-0.6,u,2.9%
O=C(O)CCCN=CC1=C(O)C(C(=O)c2ccccc2)CCC1=O (centres undefined),1%,41%[activator],-12%,-2%,i,i,0.4,4%,-0.7%
O=C(c1cc2c(ccc3ccccc32)o1)N1CCCCC1,1%,-4%,-27%,6%,i,i,1.5,u,-0.2%
CCOc1ccc(NC(=O)CNC(=O)c2ccc(OC)cc2)cc1,-2%,-17%,14%,-4%,i,i,-0.9,9%,-0.8%
N#Cc1cn(CCOc2ccc(F)cc2)c2ccccc12,1%,u,-10%,-4%,i,-117%*,-3.5,-22%,0.7%
CCCc1cc(=O)n(-c2nc3ccccc3s2)[nH]1,-1%,u,-29%,-4%,i,i,2.1,u,0.1%
O=C(COC(=O)Cc1ccsc1)Nc1ccc(S(=O)(=O)N2CCOCC2)cc1,-2%,-13%,-4%,6%,i,i,1.5,17%,0.1%
COc1ccc(NC(=O)C2CCCN(S(C)(=O)=O)C2)cc1Cl (centres undefined),2%,1%,0%,-1%,i,i,-0.4,-11%,0.1%
COc1ccc(NC(=O)CN(C)C(=O)c2cc3c(s2)CCC3)cc1,1%,-2%,5%,0%,i,i,-0.3,7%,-0.5%
CSc1ccc(C(=S)N2CCN(C(c3ccccc3)c3ccccc3)CC2)cc1,-2%,-6%,-5%,-8%,x,x,-2.2,1%,0.2%
Cc1nc(Nc2ccc(S(N)(=O)=O)cc2)sc1C(=O)Nc1ccccc1,-7%,-6%,-1%,0%,i,i,-2.2,2%,3.0%
Cc1sc2ncn(CC(=O)N3CCN(c4ccccc4)CC3)c(=O)c2c1S(=O)(=O)N1CCN(c2ncccn2)CC1,x,u,-26%,-17%,i,x,x,-29%,0.1%
O=C(c1ccccc1NS(=O)(=O)c1ccc(Br)cc1)N1CCOCC1,2%,15%,-1%,5%,i,i,0.5,10%,-1.7%
COC(=O)Cc1c(C)c2cc3c(c(C)c2oc1=O)OCN(CCc1ccccc1F)C3,x,-5%,-25%,u,x,x,x,22%,10%
CC(=O)/C=C(\C)Nc1ccc(-c2cnc(-c3ccccc3)o2)cc1,-19%,-10%,-7%,0%,i,i,-0.5,u,3.9%

# Three of the compounds above, with two lines to a compound.
# Order of results – MmCpn inh	TGFb inhibitor	HepG2 viability	A549 viability	ATXN viability	Akt phos inh	CCT chaperon mod	Nrf2 block	Nrf2 ARE act
- Cc1noc(C)c1COc1ccc(C(=O)NCc2ccccn2)cc1
→ 1%	5%	-33%	-1%	i	i	-2.4	-17%	0.8%
- Cc1cc(Cl)ccc1OC(C)C(=O)NN1C(=O)c2ccccc2C1=O (centres undefined)
→ 3%	-4%	-16%	1%	i	i	0.3	-1%	-0.5%
- CN(Cc1ccccc1)C(=O)c1cc2cc(F)ccc2[nH]1
→ -2%	12%	-1%	-3%	i	i	0.8	u	8.3%
